# Source: PubChem (several laboratories)
# RT RNaseH block: blocks HIV-1 RNase H cleavage of RNA/DNA duplex; RT-RNase H RNA/DNA duplex cleavage, fluorescence; inhibition, % at 10 µM; actives 1.9% (n = 65,000); AID 565; P04585; in the data active = inhibition above about 50%
# RmlC RmlD mix: inhibitors of RmlC and RmlD coupled enzymes | RmlC/RmlD coupled enzyme inhibition, 384-well mixture HTS | inhibition, % at 5.5 µM | actives 0.39% (n = 110,000) | AID 1532; in the data active = inhibition above about 30%, passing the limit was not always enough; inconclusive = no clear call, values can overlap the other calls; also: strong numbers were not always called active
# An asterisk follows results filed as active; ? = inconclusive; . = not tested or not shown. An excerpt (hit frequency here may not be typical).
# Value order: RmlC RmlD mix, RT RNaseH block
O=c1c2ccccc2ncn1-c1ccc2c(c1)OCCO2
→ 6, -3
Cc1ccccc1-c1ccc(C=Nc2c(C)n(C)n(-c3ccccc3)c2=O)o1
→ 7, -5
Cc1csc(C(C#N)C(=O)c2ccncc2)n1 (stereo unspecified)
→ ., -3
COc1ccc(C2CC(c3cccs3)=Nc3ccccc3S2)cc1OC (stereo unspecified)
→ 13, .
CC(=O)Nc1ccc(S(=O)(=O)Nc2nccc(C3Cc4ccccc4C(=O)O3)n2)cc1 (stereo unspecified)
→ 7, 0
CC(=O)SCC(Cc1ccccc1)C(=O)NCC(=O)OCc1ccccc1 (stereo unspecified)
→ -23, .
CSc1nc(N)nc(SC2C=CCCC2)c1C#N (stereo unspecified)
→ -6, -3
O=C(OCc1cc2ccccc2[nH]c1=O)c1ccco1
→ -16, -34
N#Cc1cc(F)c(N2CCNCC2)cc1Cl
→ -4, .
CNC(=O)COC(=O)c1cccnc1SC
→ -6, .
CCn1c2ccc(CC(=O)O)cc2c2cc(CC(=O)O)ccc21
→ 1, -1
O=C(c1ccccc1)n1nc(-c2ccccc2)nc1NCc1ccco1
→ ., -6
O=C(CN1CCCCC1)Nc1ccc(S(=O)(=O)NC2CCCCC2)cc1
→ 3, 8
Cc1ccc(S(=O)(=O)n2nc(-c3ccco3)nc2SCc2ccccc2)cc1
→ ., 1
CCCCNC(=O)c1sc2ncnc(N3CCc4ccccc4C3)c2c1C
→ 9, .
CCn1cc(C(=O)N2CCc3ccccc32)c(=O)c2cc(S(=O)(=O)N3CCOCC3)ccc21
→ ., -3
Cc1cc(NC(=O)CSCCO)no1
→ 12, .
CCOC(=O)c1ccc(-c2ccc(CO)o2)cc1
→ 62*, .
N#Cc1cc(-c2ccccc2)nnc1Sc1ccc(F)cc1
→ 6, .
COCCn1nnnc1C(c1cc2cc(C)ccc2[nH]c1=O)N1CCN(C2CCCCC2)CC1 (stereo unspecified)
→ 10, 15
O=C(CSc1nnc(-c2cccnc2)n1C1CCCCC1)NC1CCCC1
→ -4, -8
NC(=O)[C@@H]1CCNc2c(I)cc([N+](=O)[O-])cc2C(=O)N[C@@H](CO)C(=O)N[C@@H](Cc2ccc(O)cc2)C(=O)N1
→ 9, .
CCC(C)n1c(C)nc2c(c1=O)c1nc3ccccc3nc1n2-c1ccc2c(c1)OCCO2 (stereo unspecified)
→ ., 0
Cc1cccc(CSc2nnc(Cn3c(=O)sc4ccccc43)n2C)c1
→ 6, -51
CCOc1ccc2nc(NC(=O)CCC(=O)c3cccs3)sc2c1
→ -18, .
CCOC(=O)C(=O)Nc1nnc(Cc2ccc(OC)c(OC)c2)s1
→ 10, .
COc1ccc(NC(=O)CC(C)C)c(OC)c1
→ 8, .
COc1ccccc1NS(=O)(=O)c1ccc2oc(SC3CCOC3=O)nc2c1 (stereo unspecified)
→ -11, -14
Cc1cc(N2CCCc3ccccc32)n2ncnc2n1
→ 15, -8
COC(=O)c1ccc(C2C(C(=O)Nc3ccccc3C)=C(C)Nc3ncnn32)cc1 (stereo unspecified)
→ 23, 1

# Part of the list above in order of formula weight, ascending.
# Value order: RmlC RmlD mix, RT RNaseH block
O=c1c2ccccc2ncn1-c1ccc2c(c1)OCCO2
→ 6, -3
CCCCNC(=O)c1sc2ncnc(N3CCc4ccccc4C3)c2c1C
→ 9, .
COc1ccc(C2CC(c3cccs3)=Nc3ccccc3S2)cc1OC (stereo unspecified)
→ 13, .
CCC(C)n1c(C)nc2c(c1=O)c1nc3ccccc3nc1n2-c1ccc2c(c1)OCCO2 (stereo unspecified)
→ ., 0

# Carrying on.
# Value order: RmlC RmlD mix, RT RNaseH block
CCCCC1=CC2=CC(=O)C(C)(OC(=O)c3cnc4ccccc4n3)C(=O)C2=CO1 (stereo unspecified)
→ 14, .
O=C(CC(=O)c1ccccc1O)c1cccc(F)c1
→ -3, -5
Cc1noc(/C=C/N(C)C)c1S(=O)(=O)N1CCCC(C(=O)NCc2ccccc2Cl)C1 (stereo unspecified)
→ ., -11
O=C(O)CCCC(=O)N1CCc2cc(S(=O)(=O)N3CCc4ccccc43)ccc21
→ 4, -14
O=C(CSC(=S)N1CCCCC1)Nc1nc(-c2ccccc2)c(-c2ccccc2)o1
→ 1, .
CCc1ccc(Nc2ncc3c(n2)CC(c2ccco2)CC3=O)cc1 (stereo unspecified)
→ -14, 10
CCOC(=O)N1CCN(c2ncnc3c2oc2nc(CC(C)C)c4c(c23)CCC4)CC1
→ ., -3
CC1CCc2c(sc(N)c2C(=O)OC(C)C)C1 (stereo unspecified)
→ 4, .
COc1ccc(N2CCN(C(=O)c3sc4nc(-c5ccc(F)cc5)cn4c3C)CC2)cc1
→ 12, 5
CC1CCN(c2nc3c(c(=O)n(C)c(=O)n3C)n2CCSc2nc3ccccc3s2)CC1
→ -12, -10
Cn1c(/C(C#N)=C/C2CC=CCC2)nc2ccccc21 (stereo unspecified)
→ 5, 5
COc1cc(C(=O)NNC(=O)NC2CCCCC2)cc(OC)c1OC
→ 4, .
CCOc1ccc(N2CC(O)Cn3c2nc2c3c(=O)n(CCCc3ccccc3)c(=O)n2C)cc1 (stereo unspecified)
→ 6, 1
CCOC(=O)c1sc2cccc(Cl)c2c1N
→ -15, .
Cc1nc2c(C(=O)O)cnn2c(C)c1Cc1ccccc1F
→ 7, 1
CCOC(=O)N1CCN(C(=O)C2CC(=O)N(Cc3ccc(OC)cc3)C2)CC1 (stereo unspecified)
→ 3, 1
O=S(=O)(Nc1ccc2c(c1)OCCO2)c1cccc2cccnc12
→ ., 24
Cc1cc(-c2ccccc2)c(C#N)c(SCC(N)=O)n1
→ 12, -15
CC(=O)Nc1ccc(NC(=O)CSc2ncnn2-c2ccccc2)cc1
→ 2, .
CN(C)c1ccnc2sc(C(=O)NCc3ccccc3)c(N)c12
→ -4, -30

# An excerpt of these results, with bars between the fields.
SMILES | RmlC RmlD mix | RT RNaseH block
CCOC(=O)N1CCN(C(=O)C2CC(=O)N(Cc3ccc(OC)cc3)C2)CC1 (stereo unspecified) | 3 | 1
O=S(=O)(Nc1ccc2c(c1)OCCO2)c1cccc2cccnc12 | . | 24
Cc1cc(-c2ccccc2)c(C#N)c(SCC(N)=O)n1 | 12 | -15
CC(=O)Nc1ccc(NC(=O)CSc2ncnn2-c2ccccc2)cc1 | 2 | .

# (next part)
# Value order: RmlC RmlD mix, RT RNaseH block
CSc1cccc(NC(=O)CN(c2ccccc2)S(=O)(=O)N(C)C)c1
→ 0, .
c1ccc(-c2cc(-c3nn4c(-c5ccco5)nnc4s3)c3ccccc3n2)cc1
→ -4, 75*
CCn1c2ccccc2c2cc(NC(=O)CSc3nnnn3-c3ccccc3)ccc21
→ 0, 7
COc1ccc(C2N(c3ccc(Cl)cc3)C(=O)C3CCCN32)cc1 (stereo unspecified)
→ 4, 1
CCOCCn1c(C(C)C)nc2ccccc21
→ 17, .
CCc1ccc2oc(=O)cc(CN3CCN(c4ccc(F)cc4)CC3)c2c1
→ -15, 11
Cc1c(C(=O)Oc2cccc3ccccc23)cnn1-c1ccccc1
→ 8, .
CCOc1ccc(-n2c(Cc3ccccc3)nnc2SCc2c(C)noc2C)cc1
→ 8, -10
Cn1c(=O)[nH]c(=O)c2c1nc(N1CCCCCC1)n2CCN1CCCCCC1
→ 2, -3
C=CCn1c(C(C)NC(=O)C(C)(C)C)nc2ccccc21 (stereo unspecified)
→ -5, .
O=C(COc1ccc2oc(-c3ccccc3)cc(=O)c2c1)NCc1ccco1
→ 20, -7
CCC(C)NC(=O)CC1Oc2ccc(C)cc2NC1=O (stereo unspecified)
→ -7, -6
CCOc1ccccc1CNS(=O)(=O)c1ccc2[nH]c(=O)sc2c1
→ -7, -17
Cc1ccc(S(=O)(=O)N2CCCCC2)cc1C(=O)Nc1ccc2cn[nH]c2c1
→ 8, 0
COc1ccccc1NC(=O)CSc1nnc(C)n1CCc1ccccc1
→ -9, 16
COC(=O)CSc1nnc(CNC(=O)Cc2ccccc2)n1C
→ 7, -11
COC(=O)c1[nH]c2cccc(Cl)c2c1NC(=O)CN1CCCCC1C (stereo unspecified)
→ 8, -10
CCOc1ccc(Cl)cc1Nc1nc(NCCO)nc(N2CCCC2)n1
→ -9, .
CCN(CC)CCCNC(=O)CCc1ccccc1
→ 5, .
Fc1ccc(-c2cc3nc4c(c(N5CCOCC5)n3n2)CCCC4)cc1
→ 0, 5
CCOC(=O)c1nnn(-c2nonc2N)c1COc1c(C=O)cccc1OC
→ 12, .
CCOC(=O)N1CCC(NC(=O)Cn2ncc3ccccc32)CC1
→ ?, -10
CSc1nc2ccccc2cc1/C=C(\C#N)c1ccc(Cl)cc1Cl
→ -19, .
Cc1c(NC(=O)OCCNC(=O)COc2c(Cl)cccc2Cl)sc(=S)n1C
→ -10, .
O=C(Nc1ccccc1F)N(CCCN1CCOCC1)Cc1cc2cc3c(cc2[nH]c1=O)OCCO3
→ ., -12
CC1CCc2c(sc(NC(=O)c3noc4c3CCCC4)c2C(N)=O)C1 (stereo unspecified)
→ ., -1
Cc1ccc2c(c1)nnn2C1CCN(C(=O)NC23CC4CC(CC(C4)C2)C3)CC1
→ 5, -6
COc1ccccc1NC(=O)/C=C/C(N)=O
→ -278, .
COc1cc(OC)cc(-n2nnnc2SCC(=O)N2CCCc3ccccc32)c1
→ -15, 6
OC(CN(c1ccccc1)c1ccccc1)Cn1cnc2ccccc21 (stereo unspecified)
→ -8, -33
Cc1cc(=O)n2[nH]cnc2n1
→ ., -10
COC(=O)CSc1nc(N)c2c3c(sc2n1)CCCC3
→ 9, -7
O=c1c(-c2ccccc2)[n+]([O-])c2ccccc2n1O
→ -13, 21
O=C(C1CC1)N1CCN=C1SCc1ccccc1
→ 3, -11
CC(=O)c1cc(CN2C(=O)CCC2=O)cs1
→ -4, 6
O=C(Cc1cccs1)NCc1cn2ccccc2n1
→ ., 2
O=C(Nc1cccc(O)c1)c1cc(S(=O)(=O)N2CCCC2)ccc1Cl
→ 6, -4
COC(=O)C1=C(C)OC(N)=C(C#N)C1c1ccsc1 (stereo unspecified)
→ 0, .
COC(=O)c1ccccc1NC(=O)CSc1n[nH]c(C)n1
→ 5, .
Cn1c(=O)n(C)c2cc(/C=N/NC(=O)c3cccc(Br)c3)ccc21
→ 6, .
COc1cccc2c1OC1(C)CC2/C(=C(\C)O)C(=O)N1 (stereo unspecified)
→ -2, 0
O=C1Nc2ccccc2OC1CC(=O)N1CCN(c2cccc(C(F)(F)F)c2)CC1 (stereo unspecified)
→ ?, 5
CC(C)(C)n1ncc2c(=O)n(CC(=O)c3ccccc3)cnc21
→ ., -21
Cc1cccc(C)c1NC(=S)NC(=O)CCc1ccccc1
→ -12, .
COCCCN(C(=O)Nc1cccc(Cl)c1)C(C)c1ccccn1 (stereo unspecified)
→ 4, .
COc1ccc(-n2c(SCC(=O)N3CCCC3)nc3c([nH]c4ccccc43)c2=O)cc1
→ ., 87*
CCCCC1=CC2=C(c3ccco3)C(=O)C(C)(OC(=O)c3ccc(OC)cc3)C(=O)C2=CN1Cc1ccccc1 (stereo unspecified)
→ -10, .
O=C(c1ccc(CN2CCOCC2)cc1)N1CCN(c2cccc(Cl)c2)CC1
→ 15, .
COc1ccc(C)cc1NC(=O)CSc1nnc(COc2ccc(C)cc2)n1Cc1ccco1
→ -19, -6
O=C(/C=C/c1ccc(Cl)cc1Cl)NCc1ccco1
→ -6, .

# The closing 2 compounds of the section above open the next one:
# Value order: RmlC RmlD mix, RT RNaseH block
COc1ccc(C)cc1NC(=O)CSc1nnc(COc2ccc(C)cc2)n1Cc1ccco1
→ -19, -6
O=C(/C=C/c1ccc(Cl)cc1Cl)NCc1ccco1
→ -6, .
O=S(=O)(c1ccc(F)cc1)N1CCN(c2ncnc3c2cnn3-c2ccccc2)CC1
→ -10, 5
CCC(CC)C(=O)N=C1SC2CS(=O)(=O)CC2N1CCc1ccc(OC)cc1 (stereo unspecified)
→ -6, .
COc1ccc(CCN2C(=O)c3[nH]nc(-c4ccccc4O)c3C2c2cccc(Cl)c2)cc1 (stereo unspecified)
→ -5, .
Cc1ccc(NC(=O)NC2CCCN2S(=O)(=O)c2ccc(Cl)cc2)cc1 (stereo unspecified)
→ 16, .
CCOC(=O)C1(C(F)(F)F)N=C(c2cccnc2)OC(N2CCOCC2)=N1 (stereo unspecified)
→ 5, -4
Cc1noc(C)c1COc1ccc(C(=O)OCC(=O)NC23CC4CC(CC(C4)C2)C3)cc1
→ 16, .
COc1cc(NC(=O)C(F)(F)F)cc(OC)c1
→ 4, -18
C/C=C\C=C\C(=O)Nc1cccc(C2=NOC3(C2)C[C@H](C(N)=O)N(C(=O)c2ccccc2C(=O)c2ccccc2)C3)c1 (stereo partly specified)
→ 12, .
C=CCn1c(=O)/c(=C\c2ccsc2)s/c1=C(/C#N)C(=O)NCCN1CCOCC1
→ 7, -9
O=C(NC1CCCc2ccccc21)C1CCN(c2c(N3CCCC3)c(=O)c2=O)CC1 (stereo unspecified)
→ ., -3
O=C(NCc1ccncc1)Nc1ccccc1
→ 4, .
COc1ccccc1NC(=O)CN(c1ccc(C23CC4CC(CC(C4)C2)C3)cc1)S(C)(=O)=O
→ -4, .
COCCNC(=O)c1ccc2c(c1)nc(C)n2-c1cc(OC)c(OC)c(OC)c1
→ -18, -5
CC1=C(C)C(=O)OC(C(C)C2CCC3C4CC=C5CC(OC6OC(COC7OC(CO)C(O)C(O)C7O)C(O)C(O)C6O)CC(O)C5(C)C4CCC23C)C1 (stereo unspecified)
→ -13, .
O=C(O)/C=C/C(=O)NNC(=O)c1ccccc1Br
→ -6, .
COc1cccc(NC(=O)CN2C(=O)C3(OCCCO3)c3ccccc32)c1
→ 8, 8
C[N+]1(CCN2C(=O)C3CC=C(Cl)CC3C2=O)CCOCC1 (stereo unspecified)
→ 5, -6
N#Cc1c(NC(=O)CCN2C(=O)c3ccccc3C2=O)oc(-c2ccccc2)c1-c1ccccc1
→ 5, 30
COC(=O)CSc1nnnn1-c1cccc2ccccc12
→ 9, -116
CCS(=O)(=O)NCc1csc(C)n1
→ 12, -9
Cc1cc(=O)n(CCC(=O)O)c2ccccc12
→ -5, -6
